# Screening data as filed in PubChem.
# NCI-60 one-dose screen, 48 h, at 10 µM unless noted. Numbers give growth in % (100 = growth as untreated, 0 = no growth, -100 = all killed).
# SK-MEL-28: SK-MEL-28 melanoma | 81,000 tested, 4.1% active
# HS 578T: HS 578T breast cancer. 78,000 tested, 4.1% active. AID 1794788
# T-47D: T-47D breast cancer; 79,000 tested, 5% active
# LOX IMVI: LOX IMVI melanoma | 79,000 tested, 7.4% active
# MALME-3M: MALME-3M melanoma; 78,000 tested, 5.8% active
# UACC-257: UACC-257 melanoma; 78,000 tested, 4.4% active; AID 1794764
# SK-MEL-5: SK-MEL-5 melanoma; 80,000 tested, 6.4% active
# SK-MEL-2: SK-MEL-2 melanoma. 77,000 tested, 4.7% active. AID 1794763
# * hit, by the source's call; / = no result given; & = joins results of further samples; [ ] = dose if it differs, or a comment. The calls were made as follows: active = growth percent below 10; inactive = the rest.
# Preview, 14 compounds:
no.	Compound	SK-MEL-28	HS 578T	T-47D	LOX IMVI
1	COc1cc(C2SCC(=O)N2NC(=O)CCC(=O)c2nc3ncccc3[nH]2)cc(OC)c1OC (stereo not given)	118	77	92	92
2	CC(C)(C)c1cc(CNCCNCc2cc(C(C)(C)C)cc(C(C)(C)C)c2O)c(O)c(C(C)(C)C)c1	104	97	106	95
3	Cn1cc(-c2noc(-c3cn(C)c4ncc(F)cc34)n2)c2cc(Br)ccc21	84	59	25	71
4	O=C(O)c1ccc(NC(=O)C(Cl)(Cl)Cl)cc1O	103	100	96	95
5	COc1ccc(-c2nc(SCC(C)C)nc(NCCO)c2C#N)cc1	97	91	80	97
6	Clc1cccc(N2CCN(CCCN3CCN(c4ccccc4)CC3)CC2)c1	108	80	/	77
7	CSc1nc(Nc2ccc(S(=O)(=O)Nc3ccon3)cc2)c(C#N)c(-c2ccc(Cl)cc2)n1	118	106	97	62
8	Cc1nn(-c2ccccc2)c(N2CCCCC2)c1/C=N/NC(N)=S	101	91	47	/
9	COc1cc(-n2nc(C(=O)NCc3ccc(C(=O)NO)cc3)nc2-c2ccccc2)cc(OC)c1OC	105	96	97	95
10	COc1ccc2[nH]c(=O)c(/C=C/C(=O)/C=C/c3ccc(O)c(OC)c3)cc2c1	17	26	26	-36*

no.	MALME-3M	UACC-257	SK-MEL-5	SK-MEL-2
1	102	111	102	109
2	101	99	98	111
3	58	99	84	103
4	100	96	102	101
5	131	96	96	103
6	/	84	64	71
7	111	112	97	99
8	91	98	89	101
9	93	96	102	90
10	53	40	9.4*	78

no.	Compound	SK-MEL-28	HS 578T	T-47D	LOX IMVI
11	COc1cc(C2CC(=O)Nc3c2cnn3C)cc(OC)c1OC (stereo not given)	119	111	96	106
12	C#Cc1cccc(NC(=O)C2CCCCN2C(=O)CCl)c1 (stereo not given)	2.0*[8.25 µM]	-22*[8.25 µM]	-4.2*[8.25 µM]	-75*[8.25 µM]
13	CC1(C)CC[C@]2(C(N)=O)CC[C@]3(C)C(=CC[C@@H]4[C@@]5(C)CCC(=O)NC(C)(C)[C@@H]5CC[C@]43C)[C@@H]2C1	98	90	86	98
14	CCN(CC)CCNC(=O)n1cc(-c2ccncc2)c(-c2cc(O)cc(Cl)c2)n1	45	89	58	79

no.	MALME-3M	UACC-257	SK-MEL-5	SK-MEL-2
11	98	101	105	113
12	-87*[8.25 µM]	-0.4*[8.25 µM]	-82*[8.25 µM]	-52*[8.25 µM]
13	112	98	90	92
14	15	66	50	92

# The listing, previewed entries included:
no.	Compound	SK-MEL-28	HS 578T	T-47D	LOX IMVI
1	COc1cc(C2SCC(=O)N2NC(=O)CCC(=O)c2nc3ncccc3[nH]2)cc(OC)c1OC (stereo not given)	118	77	92	92
2	CC(C)(C)c1cc(CNCCNCc2cc(C(C)(C)C)cc(C(C)(C)C)c2O)c(O)c(C(C)(C)C)c1	104	97	106	95
3	Cn1cc(-c2noc(-c3cn(C)c4ncc(F)cc34)n2)c2cc(Br)ccc21	84	59	25	71
4	O=C(O)c1ccc(NC(=O)C(Cl)(Cl)Cl)cc1O	103	100	96	95
5	COc1ccc(-c2nc(SCC(C)C)nc(NCCO)c2C#N)cc1	97	91	80	97
6	Clc1cccc(N2CCN(CCCN3CCN(c4ccccc4)CC3)CC2)c1	108	80	/	77
7	CSc1nc(Nc2ccc(S(=O)(=O)Nc3ccon3)cc2)c(C#N)c(-c2ccc(Cl)cc2)n1	118	106	97	62
8	Cc1nn(-c2ccccc2)c(N2CCCCC2)c1/C=N/NC(N)=S	101	91	47	/

no.	MALME-3M	UACC-257	SK-MEL-5	SK-MEL-2
1	102	111	102	109
2	101	99	98	111
3	58	99	84	103
4	100	96	102	101
5	131	96	96	103
6	/	84	64	71
7	111	112	97	99
8	91	98	89	101

# The list goes on.
no.	Compound	SK-MEL-28	HS 578T	T-47D	LOX IMVI
9	COc1cc(-n2nc(C(=O)NCc3ccc(C(=O)NO)cc3)nc2-c2ccccc2)cc(OC)c1OC	105	96	97	95
10	COc1ccc2[nH]c(=O)c(/C=C/C(=O)/C=C/c3ccc(O)c(OC)c3)cc2c1	17	26	26	-36*
11	COc1cc(C2CC(=O)Nc3c2cnn3C)cc(OC)c1OC (stereo not given)	119	111	96	106
12	C#Cc1cccc(NC(=O)C2CCCCN2C(=O)CCl)c1 (stereo not given)	2.0*[8.25 µM]	-22*[8.25 µM]	-4.2*[8.25 µM]	-75*[8.25 µM]
13	CC1(C)CC[C@]2(C(N)=O)CC[C@]3(C)C(=CC[C@@H]4[C@@]5(C)CCC(=O)NC(C)(C)[C@@H]5CC[C@]43C)[C@@H]2C1	98	90	86	98
14	CCN(CC)CCNC(=O)n1cc(-c2ccncc2)c(-c2cc(O)cc(Cl)c2)n1	45	89	58	79
15	CCCn1c(=S)sc2c(NN)nc(C)nc21	105	105	90	100
16	CCOC(=O)c1sc(NN=C(c2ccccc2)c2ccccc2)nc1C	110	98	81	100

no.	MALME-3M	UACC-257	SK-MEL-5	SK-MEL-2
9	93	96	102	90
10	53	40	9.4*	78
11	98	101	105	113
12	-87*[8.25 µM]	-0.4*[8.25 µM]	-82*[8.25 µM]	-52*[8.25 µM]
13	112	98	90	92
14	15	66	50	92
15	118	132	115	82
16	100	77	88	94

# (cont.)
no.	Compound	SK-MEL-28	HS 578T	T-47D	LOX IMVI
17	CC(=O)NC1c2ccccc2Oc2ccccc21	108	110	87	93
18	CCOC(=N)CC(=O)Nc1cccc(C)c1Cl	/	105	95	/
19	CS(=O)(=O)c1ccc(C(=O)/C=C/c2cn(-c3ccccc3)nc2-c2ccc(S(C)(=O)=O)cc2)cc1	102	114	94	98
20	CCOC(=O)N/N=C/c1ccccc1	104	116	92	98
21	C#CCC(CC#C)(C(=O)OCC)C(=O)OCC	107	105	113	100
22	O=[N+]([O-])c1cnc(N2CCN(c3ccc(C(F)(F)F)cc3)CC2)nc1N1CCN(c2ccc(C(F)(F)F)cc2)CC1	108	84	74	91
23	O=S(=O)(c1ccccc1)C1CC1(c1ccccc1)c1ccccc1 (stereo not given)	111	103	85	102
24	Cc1cccc(Cl)c1NC(=O)c1cnc(Nc2cc(N3CCOCC3)cc(N3CCOCC3)c2)s1	64	/	0.8*	-72*

no.	MALME-3M	UACC-257	SK-MEL-5	SK-MEL-2
17	104	99	110	103
18	/	/	/	/
19	27	96	99	103
20	108	106	108	92
21	110	112	108	110
22	100	98	90	98
23	96	100	99	88
24	61	64	65	/

# Next part.
no.	Compound	SK-MEL-28	HS 578T	T-47D	LOX IMVI
25	COC(C(O)C=O)C(O)C(O)CO (stereo not given)	101	139	96	96
26	O=C1CCN(c2cccc3ccccc23)C(=S)N1	106	103	92	91
27	C[C@@H](Oc1ccc(C(=O)NS(=O)(=O)C(C)(C)C)cc1C(F)(F)F)c1ccc(Oc2ccccc2)cn1	47	4.3*	39	/
28	COc1ccc2[nH]c(O)c(N=NC(=O)Cn3c(-c4ccccc4)nc4cc(Cl)c(Cl)cc43)c2c1	92	87	81	89
29	CCOC(=O)c1ccc(NC(=S)NC(=O)c2ccc(NC(C)=O)cc2OC)cc1	73	88	15	65
30	O=C(Nc1ccccc1)C1=COCCS1	114	92	94	91
31	O=C(Nc1ccccc1Cl)OCC#CCOC(=O)Nc1ccccc1Cl	116	105	99	100
32	COc1ccc(/C=C/C(=O)c2ccccc2)cc1	112&109	93&104	66&70	77&93

no.	MALME-3M	UACC-257	SK-MEL-5	SK-MEL-2
25	110	101	110	114
26	90	110	98	114
27	44	52	23	38
28	96	93	95	/
29	66	76	13	57
30	103	103	100	109
31	99	99	102	99
32	100&90	90&73	90&90	99&93

# Next part.
no.	Compound	SK-MEL-28	HS 578T	T-47D	LOX IMVI
33	CCC1(C)NC(C)(C)CO1 (stereo not given)	110	110	95	91
34	Clc1ccccc1N/N=C/c1ccccn1	107	98	57	88
35	C=CCNC(=O)c1cncc(C(=O)O)c1	104	104	107	108
36	Cc1nc(Nc2nc3ccccc3s2)nc(-c2ccccc2)c1C(=O)Nc1ncccn1	106	/	87	86
37	CCOC(=O)C(N=Nc1ccc(S(=O)(=O)N=C(N)N)cc1)C(C)=O (stereo not given)	109	111	105	109
38	Nc1cccc(CCCCOc2ccccc2)c1	108	113	76	97
39	O=S(=O)(Nc1ncccn1)c1ccc(Nc2nc(N3CCOCC3)c3ccccc3n2)cc1	105	106	69	98
40	CC(C)(C)CC(C)(C)n1nnnc1C(Nc1ccccc1)c1cc2cccc3ccc4cccc1c4c32 (stereo not given)	90	90	56	85

no.	MALME-3M	UACC-257	SK-MEL-5	SK-MEL-2
33	100	87	103	78
34	106	91	88	112
35	114	95	103	114
36	94	104	97	94
37	129	126	102	119
38	98	103	97	82
39	109	99	99	98
40	87	96	90	/

# More results follow:
no.	Compound	SK-MEL-28	HS 578T	T-47D	LOX IMVI
41	CC(C)CC(CC(C)C)OC(=O)CBr	104	110	99	106
42	Cc1csc(/N=C(N)/N=C(\N)c2cccc(C#N)c2)n1	75	83	80	78
43	Cc1cc(N(CCCNc2ccnc3cc(Cl)ccc23)Cc2ccccn2)nc(Cl)n1	105	90	/	/
44	O=C1CC(c2ccc(Cl)cc2Cl)n2nc(Nc3ccccc3)c(-c3nc4ccccc4s3)c2N1 (stereo not given)	108	/	59	94
45	CCCCCCCCCCCC(=O)OCCc1ccccc1	106	95	108	103
46	O/N=C/C=C/c1ccccc1	107	/	92	100
47	Cc1ccc(C(=O)CCCCl)cc1C	108	115	98	101
48	NS(=O)(=O)Oc1ccc(-c2sc3cc(O)ccc3c2C(=O)c2ccc(OCCN3CCCCC3)cc2)cc1	24	38	87	34

no.	MALME-3M	UACC-257	SK-MEL-5	SK-MEL-2
41	110	105	104	/
42	69	81	86	48
43	120	98	90	105
44	107	131	95	121
45	101	106	98	105
46	106	105	107	103
47	98	/	102	104
48	64	-44*	46	84

# Results in T-47D and SK-MEL-5, for some of the entries so far:
cpd	SMILES	T-47D	SK-MEL-5
46	O/N=C/C=C/c1ccccc1	92	107
47	Cc1ccc(C(=O)CCCCl)cc1C	98	102

# (further entries)
no.	Compound	SK-MEL-28	HS 578T	T-47D	LOX IMVI
49	COC(=O)C1=C/C(=N\c2nc(O)c(-c3c(O)n(Cc4ccc(Cl)cc4)c4ccc(OC)cc34)s2)C=CC1=O	105	91	89	91
50	CCCCCCC1(C)NC(=O)NC1=O (stereo not given)	108&109&105	93&106&113	85	97&103&97
51	COc1cc(/C(C)=C(\c2ccc(Cl)cc2)c2ccc(OCCN3CCCCCC3)cc2)ccc1F	90	91	71	79
52	COc1ccc(NC(=O)c2c(Nc3ccc(OC)cc3OC)nn3c(-c4ccccc4)cc(-c4ccccc4)nc23)c(OC)c1	/	92	78	104
53	CC1(C)CC[C@]2(C(=O)N3CCOCC3)CC[C@]3(C)C(=CC[C@@H]4[C@@]5(C)C/C(=C/c6ccccn6)C(=O)C(C)(C)[C@@H]5CC[C@]43C)[C@@H]2C1	86	82	53	56
54	CCCCN(CCCC)CCCNC(=O)OCC	98	/	97	107
55	Cc1c(N=C2NC(=O)/C(=C/c3cn(-c4ccccc4)nc3-c3ccc([N+](=O)[O-])cc3)S2)c(=O)n(-c2ccccc2)n1C	108	45	99	85
56	O=c1[nH]c(=S)[nH]c(=O)n1Cc1ccc2c(c1)OCO2	109	113	95	98

no.	MALME-3M	UACC-257	SK-MEL-5	SK-MEL-2
49	92	94	97	87
50	93&108&105	78&98&104	103&103&103	87&108&102
51	63	79	90	102
52	114	85	96	87
53	89	60	69	83
54	123	99	100	98
55	77	109	100	111
56	98	98	111	121

# Going on with the list:
no.	Compound	SK-MEL-28	HS 578T	T-47D	LOX IMVI
57	COc1cc(/C=C/c2ccccc2)cc(OC)c1	111	104	78	85
58	CCOC(=O)c1nnn(-c2ccc(Cl)cc2)c1C(F)(F)F	103	87	89	99
59	Cc1ccc2nc(/C(C#N)=C(/CCCO)NCCC(=O)O)[nH]c(=O)c2c1	121	116	100	106
60	O=C(NCc1ccc(Cl)cc1Cl)C1CSC2c3ccccc3C(=O)N12 (stereo not given)	103	114	/	101

no.	MALME-3M	UACC-257	SK-MEL-5	SK-MEL-2
57	105	103	96	94
58	101	83	100	107
59	97	/	106	97
60	108	97	110	100
